CHRM1 PAM – human CHRM1 positive allosteric modulation | P11229 | CHO-K1 hM1, Fluo-8 calcium fluorescence, ACh EC20; 0% = ACh EC20, 100% = maximal ACh | activation, % at 3 µM | actives 0.088% (n = 360,000) | AID 588819; in the data active means activation above about 19%, passing the limit was not always enough
Target sequence (P11229 whole entry, looked up): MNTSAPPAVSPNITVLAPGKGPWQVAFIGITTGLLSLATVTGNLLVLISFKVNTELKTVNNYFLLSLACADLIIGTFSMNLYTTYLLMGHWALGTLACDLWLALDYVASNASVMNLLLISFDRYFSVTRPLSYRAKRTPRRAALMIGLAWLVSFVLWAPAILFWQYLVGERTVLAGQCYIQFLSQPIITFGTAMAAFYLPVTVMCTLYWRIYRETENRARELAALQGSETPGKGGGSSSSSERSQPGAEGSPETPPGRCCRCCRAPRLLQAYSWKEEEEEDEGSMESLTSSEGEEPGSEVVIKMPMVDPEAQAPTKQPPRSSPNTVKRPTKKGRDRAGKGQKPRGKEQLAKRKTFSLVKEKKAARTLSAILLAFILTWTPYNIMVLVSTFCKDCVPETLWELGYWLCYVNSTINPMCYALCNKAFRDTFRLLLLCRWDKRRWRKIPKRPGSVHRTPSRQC
CRFR2-BP ag – CRF-BP/CRF-R2 complex agonism; HEK293 CRF-R2/CRF-BP, calcium dye fluorescence (FLIPR); percent of saturating CRF peptide response; actives 0.46% (n = 350,000); AID 588473; activation, % at 13.2 µM;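 active means activation of at least 50%, plus an integration ratio under a set limit after plate pattern correction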;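 further: plate controls were neutral control wells without compound for no effect and CRF at EC100 for full effect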
CHRM4 agonist – CHRM4 agonism in calcium assay; P08173; CHO-K1 hM4/Gqi5, Fluo-8 calcium fluorescence; vehicle 0%, full acetylcholine response 100%; activation, % at 3 µM; actives 0.14% (n = 360,000); AID 624127;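 active means activation above the run mean over all test wells plus 3 SD, cut at about 32% in these data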;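 further: peak over basal fluorescence ratio per well then scaled between controls; 0% = DMSO wells and 100% = acetylcholine at EC100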
Target sequence (P08173 whole entry, looked up): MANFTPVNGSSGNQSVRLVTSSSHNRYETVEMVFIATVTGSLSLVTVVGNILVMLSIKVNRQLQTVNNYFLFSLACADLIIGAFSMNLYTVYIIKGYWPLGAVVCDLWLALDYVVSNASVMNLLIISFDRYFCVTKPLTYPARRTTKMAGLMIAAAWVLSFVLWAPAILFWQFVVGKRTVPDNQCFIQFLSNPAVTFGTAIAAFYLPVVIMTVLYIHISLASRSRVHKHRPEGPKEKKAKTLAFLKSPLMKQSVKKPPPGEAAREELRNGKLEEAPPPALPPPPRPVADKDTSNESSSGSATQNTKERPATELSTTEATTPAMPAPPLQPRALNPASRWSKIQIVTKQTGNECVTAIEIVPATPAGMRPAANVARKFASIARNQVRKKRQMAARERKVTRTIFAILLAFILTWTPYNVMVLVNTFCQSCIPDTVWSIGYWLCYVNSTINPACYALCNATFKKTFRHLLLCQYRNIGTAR
M1 antag – antagonists of human M1 muscarinic receptor; P11229; AID 588852; actives 1.3% (n = 360,000); inhibition, % at 3 µM; CHO-K1 hM1, Fluo-8 calcium fluorescence, ACh EC80 antagonist;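 active means percent inhibition above its own plate's cutoff, namely the mean of that plate's compound wells plus 3 SD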;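 further: peak over basal fluorescence ratio during 140 s after agonist addition; 0% = ACh EC80 plus DMSO and 100% = DMSO alone without agonist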
M5 antag – blocks acetylcholine activation of human M5 receptor | AID 624040 | actives 0.59% (n = 360,000) | P08912 | inhibition, % at 3 µM | CHO-hM5 cells, Fluo-8 calcium fluorescence, ACh EC80;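 active means inhibition above a per-plate cutoff, the mean of that plate's test compounds plus 3 SD, cut at about 27% in these data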;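 further: 0% = acetylcholine EC80 with DMSO and 100% = DMSO without agonist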
M4 PAM – positive allosteric modulators of human muscarinic M4 receptor; P08173; CHO-K1 hM4/Gqi5, Fluo-8 calcium fluorescence, ACh EC20; 0% = ACh EC20, 100% = maximal ACh; activation, % at 3 µM; actives 0.4% (n = 360,000); AID 624126;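 active means activation above its plate's cutoff, the mean activation of sample wells plus 3 SD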; further: some results filed as inactive read as strong as hits
M5 ag – agonists of human muscarinic M5 receptor (CHRM5) | CHO-K1 hM5 cells, Fluo-8 calcium fluorescence; 0% DMSO wells, 100% maximal acetylcholine response | activation, % at 3 µM | actives 0.19% (n = 360,000);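 active means activation above the run's mean over test compounds plus 3 SD, cut at about 23% in these data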;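 further: signal is peak over basal fluorescence ratio across the kinetic read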
M5 PAM – CHRM5 positive allosteric modulation; P08912; CHO-K1 hM5, Fluo-8 calcium, ACh EC20 PAM; 0% = ACh EC20, 100% = ACh EC100; activation, % at 3 µM; actives 0.3% (n = 360,000); AID 624038;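 active means activation above the run cutoff, the mean activation of all test compounds plus 3 SD, cut at about 18% in these data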
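System – CHO-K1 hM5 cells · Compound – 3 µM, single dose · Incubation – compound preincubation 140 s before EC20 acetylcholine addition · Technique – Fluo-8 calcium fluorescence · Measure – Max/basal fluorescence ratio as % of EC20–EC100 ACh window · Benchmarks – low control EC20 acetylcholine (0%), high control EC100 acetylcholine (100%) · Replication – singlicate, one well per test compound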
CHRM4 antagonist – blocks acetylcholine activation of human M4 receptor. inhibition, % at 3 µM. CHO-hM4 cells, ACh EC80, Fluo-8 calcium fluorescence. P08173. actives 0.73% (n = 360,000);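 active means inhibition above its plate's cutoff, the mean inhibition of sample wells plus 3 SD, cut at about 27% in these data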;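 further: 0% = acetylcholine EC80 with DMSO and 100% = DMSO without agonist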
* = called active by the depositor; nt = not tested or not shown; & = joins results of further samples.

| CHRM4 antagonist | CRFR2-BP ag | CHRM1 PAM | M5 PAM | CHRM4 agonist | M5 antag | M1 antag | M5 ag | M4 PAM | Structure |
| --- | --- | --- | --- | --- | --- | --- | --- | --- | --- |
| 0 | -4.4 | 7 | 1 | 2 | 7 | -8 | 0 | 5 | COC(=O)c1cc(NC(=O)CN(C)Cc2ccccc2)cc(C(=O)OC)c1 |
| 6 | -2.1 | -2 | -3 | 1 | 12 | 9 | 1 | 9 | CCn1nc(C(=O)NNS(=O)(=O)c2ccc(C)cc2)c2ccccc2c1=O |
| -9 | -1.4 | -5 | -15 | 19 | 3 | 5 | -1 | 1 | COc1ccc(/C=C/C(=O)Nc2cccc(S(=O)(=O)NC3=NCCCCC3)c2)c(OC)c1 |
| -1 | -0.5 | 4 | 2 | -1 | -2 | -2 | -4 | 10 | O=C(Nc1ccccc1Sc1ccccc1)C1CCCO1 (stereo unspecified) |
| -9 | -0.3 | -3 | 4 | 0 | 1 | 10 | -1 | 7 | COc1ccc(N2CCN(CCNC(=O)CCN3C(=O)COc4ccccc43)CC2)cc1 |
| 11 | 0.6 | -3 | -9 | 1 | 13 | 0 | -5 | -4 | Cc1cc(C(=O)N/N=C/c2cccc([N+](=O)[O-])c2)c(C)n1-c1ccccc1 |
| -5 | 1.4 | 6 | 4 | 0 | -1 | -9 | -3 | 0 | Cc1ccc(C(=O)Nc2nnn(C)n2)cc1 |
| 8 | 0.6 | -1 | -4 | 0 | 22 | 1 | -2 | -2 | O=C(CNC(=O)C1CCCCC1)NNC(=O)c1ccccc1Br |
| -5 | -0.6 | 0 | 6 | 3 | -14 | 1 | -5 | 18 | COc1ccc(C(=O)Nc2cc(C)ccc2NC(=O)COc2ccccc2)cc1 |
| 8 | 2.6 | 0 | -5 | 6 | 13 | 2 | 1 | 2 | CN(CC(=O)Nc1ccc(F)cc1)C(=O)COC(=O)/C=C/c1ccc(OC(F)F)cc1 |
| -2 | -1.8 | 22 | 0 | 1 | -3 | -20 | 3 | 4 | COc1cc2c(cc1OC)C(C(=O)NC1CC1)C1c3ccccc3CCN1C2=O (stereo unspecified) |
| -4 | 4.7 | -3 | -16 | 11 | 8 | 2 | 0 | -10 | O=S(=O)(c1ccccc1)N1CCN(c2nc(-c3cccnc3)nc3ccccc23)CC1 |
| -1 | -4.8 | 7 | 7 | 0 | -8 | -4 | 2 | 7 | COC(=O)c1cc(NS(=O)(=O)c2ccc(N3CCOCC3)c(N)c2)cc(C(=O)OC)c1 |
| -2 | 1.4 | 8 | 2 | 0 | 1 | -19 | -2 | 1 | CN=C1CC(C)(C)CC(=O)/C1=C(/O)CCC(=O)NC |
| -15 | -1.5 | 14 | 4 | 4 | -10 | -4 | 0 | 23* | CCCCCC(C)NC(=O)CN1C(=O)NC(C)(c2ccc3ccccc3c2)C1=O (stereo unspecified) |
| 6 | -1.3 | 9 | 1 | 1 | 3 | -7 | -1 | 13 | O=c1c2ccccc2nc(/C=C/c2c[nH]c3ccccc23)n1-c1ccc([N+](=O)[O-])cc1 |
| -14 | -0.6 | 3 | -1 | 3 | 6 | 0 | -2 | -3 | COc1ccc(CN(CC(=O)NCc2ccco2)C(=O)CNS(=O)(=O)c2ccc(C)cc2)cc1 |
| 43* | 0.6 | -36 | -14 | 1 | 11 | 64* | -12 | -22 | CN(C)c1cc[n+](CC(=O)Nc2ccc(Oc3ccccc3)cc2)cc1 |
| 8 | -0.6 | -9 | -3 | 4 | 8 | 12 | -3 | -3 | Oc1ccc(Cl)cc1C1=NCCNC(C(F)(F)C(F)F)=C1 |
| -3&2 | -3.6&-1.4 | 1&7 | 5&-1 | 0&0 | 7&-5 | -4&-8 | 2&-1 | 3&12 | Cc1[nH]nc(N=CC2=C(O)CC(C)(C)CC2=O)c1-c1ccccc1 |
| -7 | nt | 3 | -3 | -1 | 4 | 1 | -4 | 0 | Cc1[nH]ncc1Nc1ccccc1C(C)C |
| 1 | -1.9 | 8 | 2 | 0 | 6 | -8 | -10 | 2 | COc1ccc(-c2n[nH]c(=S)n2Cc2ccco2)cc1 |
| -9 | 20 | -4 | -4 | 6 | 0 | 5 | -10 | -8 | CC1CC(C)CN(CCOc2ccc(Cl)cc2Cl)C1 (stereo unspecified) |
| 2 | -1.6 | 6 | 0 | 0 | -2 | 0 | 1 | 7 | Cn1cc(C(=O)NCC2COc3ccccc3O2)c(=O)c2cc(S(=O)(=O)N3CCCCC3)ccc21 (stereo unspecified) |
| -3 | -3.9 | 6 | 2 | 10 | 7 | 6 | -3 | 0 | CCOc1ccc2oc(C(=O)OCC(=O)N3CCCC(C)C3)c(C)c2c1 (stereo unspecified) |
| -4 | 4.3 | 0 | -1 | 1 | 5 | 0 | 0 | 13 | CCOC(=O)CC1COCCN1Cc1cn[nH]c1-c1cc(OC)c(OC)c(OC)c1 (stereo unspecified) |
| 3 | 2.2 | -1 | -5 | 8 | 0 | -5 | 3 | -7 | CS(=O)(=O)N(CC(=O)N1CCN(c2ccc(F)cc2)CC1)c1ccc(F)c(Cl)c1 |
| -4 | 0.3 | 1 | -1 | 0 | 4 | 12 | -2 | -1 | COc1ccc(S(=O)(=O)NC(C)C(=O)Nc2ccccc2F)cc1 (stereo unspecified) |
| 4 | 3.7 | -21 | -3 | 4 | 11 | 12 | 2 | -4 | CC(=O)c1ccc(N2CCN(C(=O)/C=C/c3cccs3)CC2)cc1 |
| 10 | 0.3 | 8 | -4 | 1 | 2 | -7 | 2 | 9 | Cc1cc2cc(CN(CC3CCCO3)C(=O)c3cnccn3)c(=O)[nH]c2cc1C (stereo unspecified) |
| 9 | -0.3 | -11 | -6 | 3 | 1 | 26 | 1 | 3 | O=C(/C=C/c1ccc(Cl)cc1)N1CCN(c2ccc(Cl)cc2[N+](=O)[O-])CC1 |
| -10 | -0.9 | 4 | 7 | 1 | -15 | -3 | -2 | 3 | CC(C)(C)C(=O)Nc1cc2c3c(c1)CCC(=O)N3CCC2 |
| 2 | -0.5 | 22 | 8 | 2 | -2 | -22 | 0 | 16 | Cc1noc(C)c1S(=O)(=O)N(C)C[C@H]1Oc2ccc(NC(=O)NC(C)C)cc2C(=O)N([C@H](C)CO)C[C@@H]1C |
| 29* | 708 | -3 | -6 | 25 | 10 | 15 | 10 | -10 | O=c1oc2c3c4c(cc2c(C(F)(F)F)c1CCN1CCOCC1)CCCN4CCC3 |
| -9 | -1.4 | 21 | 16 | 10 | -3 | -23 | -1 | 0 | COc1ccc(NC(=O)C2CCC(C(C)(C)C)CC2)cc1S(=O)(=O)N1CCOCC1 (stereo unspecified) |
| 8 | -1.7 | 4 | 8 | 2 | -1 | -9 | 1 | 3 | NNC(=O)c1nn(-c2ccc(Cl)cc2)cc1O |
| -10 | -2.0 | 3 | -3 | 1 | -2 | -12 | -2 | 8 | Cc1ccnc(NC(=O)CCC(=O)N(CC(=O)NC2CCCCC2)CC2CCCO2)c1 (stereo unspecified) |
| 3 | -0.7 | 5 | 6 | 0 | 0 | -6 | 2 | 3 | Cc1noc(C)c1NC(=O)Nc1ccc2c(c1)CC(=O)N([C@H](C)CO)C[C@@H](C)[C@H](CN(C)CC1CCCCC1)O2 |
| -10 | -0.7 | -1 | -1 | 1 | -8 | -1 | -3 | 10 | O=S(=O)(NCC1CCCO1)c1ccc(S(=O)(=O)N(Cc2ccc(F)cc2)C2CCCCC2)cc1 (stereo unspecified) |
| -4 | -0.1 | -2 | -16 | 6 | 3 | 5 | -3 | -4 | COc1ccc(CCNC(=O)Cn2c(-c3nonc3N)nc3ccccc32)cc1OC |
| -5 | 0.1 | 11 | 3 | 0 | 8 | -28 | -5 | 5 | CCCCCCCCC/C(=N\O)c1ccccn1 |
| -11 | -2.7 | 13 | -4 | 2 | -3 | -11 | -3 | 8 | COc1ccc(/C=C/C(=O)Nc2cccnc2Cl)cc1 |
| -2 | 1.5 | 2 | 4 | 2 | 2 | -8 | 7 | -1 | Cc1c(Cc2ccccc2)c(=O)oc2cc(O)ccc12 |
| 12 | 0.0 | -8 | -3 | 2 | -6 | 14 | -4 | -5 | COC(=O)C1=C(C)N(Cc2ccccc2)C(=S)N[C@H]1c1cccc(F)c1 |
| -1 | -0.1 | -4 | -4 | 2 | 6 | -10 | 0 | 6 | Nc1nc(NC(=O)/C=C/c2ccccc2)nn1-c1ccccc1 |
| 0 | -0.9 | 2 | -6 | 3 | 16 | -2 | -6 | 2 | CC(C)Cc1ccc(CN2CCCC(NC(=O)CCN3CCOCC3)C2)cc1 (stereo unspecified) |
| 5 | 0.7 | 1 | 4 | -1 | 3 | 0 | -6 | 1 | Cc1cc([N+](=O)[O-])ccc1NC(=O)C(C)N1CCN(c2ccccn2)CC1 (stereo unspecified) |
| -8 | -2.5 | 4 | -8 | 1 | -8 | -5 | -10 | -1 | c1ccc(-c2ccccc2OCCn2cncn2)cc1 |
| 2 | -0.4 | 4 | -3 | 10 | 1 | -3 | -3 | -1 | O=C(Nc1cc(F)ccc1F)C1CCCN(c2ncnc3c2nc2n3CCCCC2)C1 (stereo unspecified) |
| -6 | 0.3 | 3 | -5 | 3 | 0 | -7 | 1 | 1 | CC(=O)Nc1ccc(NC(=O)/C=C/c2ccccc2)cc1 |
| -4 | -2.5 | -4 | -15 | 5 | 11 | 2 | -2 | 5 | O=C(NNc1c2ccccc2nc2ccccc12)c1ccc(O)cc1 |

Eleven structures already listed, sorted by length of the SMILES, smallest number first.
| CHRM4 antagonist | CRFR2-BP ag | CHRM1 PAM | M5 PAM | CHRM4 agonist | M5 antag | M1 antag | M5 ag | M4 PAM | Structure |
| --- | --- | --- | --- | --- | --- | --- | --- | --- | --- |
| -5 | 0.1 | 11 | 3 | 0 | 8 | -28 | -5 | 5 | CCCCCCCCC/C(=N\O)c1ccccn1 |
| -8 | -2.5 | 4 | -8 | 1 | -8 | -5 | -10 | -1 | c1ccc(-c2ccccc2OCCn2cncn2)cc1 |
| -11 | -2.7 | 13 | -4 | 2 | -3 | -11 | -3 | 8 | COc1ccc(/C=C/C(=O)Nc2cccnc2Cl)cc1 |
| -6 | 0.3 | 3 | -5 | 3 | 0 | -7 | 1 | 1 | CC(=O)Nc1ccc(NC(=O)/C=C/c2ccccc2)cc1 |
| -1 | -0.1 | -4 | -4 | 2 | 6 | -10 | 0 | 6 | Nc1nc(NC(=O)/C=C/c2ccccc2)nn1-c1ccccc1 |
| 0 | -0.9 | 2 | -6 | 3 | 16 | -2 | -6 | 2 | CC(C)Cc1ccc(CN2CCCC(NC(=O)CCN3CCOCC3)C2)cc1 (stereo unspecified) |
| -4 | -0.1 | -2 | -16 | 6 | 3 | 5 | -3 | -4 | COc1ccc(CCNC(=O)Cn2c(-c3nonc3N)nc3ccccc32)cc1OC |
| 2 | -0.4 | 4 | -3 | 10 | 1 | -3 | -3 | -1 | O=C(Nc1cc(F)ccc1F)C1CCCN(c2ncnc3c2nc2n3CCCCC2)C1 (stereo unspecified) |
| 12 | 0.0 | -8 | -3 | 2 | -6 | 14 | -4 | -5 | COC(=O)C1=C(C)N(Cc2ccccc2)C(=S)N[C@H]1c1cccc(F)c1 |
| -10 | -0.7 | -1 | -1 | 1 | -8 | -1 | -3 | 10 | O=S(=O)(NCC1CCCO1)c1ccc(S(=O)(=O)N(Cc2ccc(F)cc2)C2CCCCC2)cc1 (stereo unspecified) |
| 3 | -0.7 | 5 | 6 | 0 | 0 | -6 | 2 | 3 | Cc1noc(C)c1NC(=O)Nc1ccc2c(c1)CC(=O)N([C@H](C)CO)C[C@@H](C)[C@H](CN(C)CC1CCCCC1)O2 |

Source: PubChem
